Apoferritin bind – binds horse apoferritin like a general anesthetic | P02791 | apoferritin/1-aminoanthracene competitive binding, fluorescence | Potency, µM (top dose mostly 77.5 µM), for the others: top-dose activity change, negative = displacement, actives largely listed as inhibitors | hit rate 0.074% among 350,000 | AID 485281; also: potency is read from the fitted curve at half-maximal effect; % is scaled to controls: 0 for no effect and ±100 for the full control effect; nearly all actives have a fitted effect of over 20% in size
Target sequence (P02791 2-175 limits assumed): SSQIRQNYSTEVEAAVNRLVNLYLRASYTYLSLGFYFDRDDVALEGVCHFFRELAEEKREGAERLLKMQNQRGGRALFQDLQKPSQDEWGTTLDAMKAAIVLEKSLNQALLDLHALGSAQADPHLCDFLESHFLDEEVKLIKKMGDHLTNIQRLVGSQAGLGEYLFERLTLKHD
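In PBS, apoferritin at 10 uM is loaded with 1-AMA from a 50% saturated solution. After 10 min of compound exposure at ambient temperature, reduced 535 nm fluorescence indicates probe displacement.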
ALOX12 inh – inhibitors of human 12S-lipoxygenase ALOX12 | P18054 | purified 12hLO, xylenol orange hydroperoxide absorbance | Potency, µM (doses to about 108 µM), for inactives: at the highest dose activity change, negative = inhibition, actives largely listed as inhibitors | hit rate 1.1% among 580,000 | AID 1671190; also: potency is read from the fitted curve at half-maximal effect; % is scaled to controls: 0 for no effect and ±100 for the full control effect
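Purified human 12hLO at 150 nM in 25 mM Hepes, 0.01% Triton X-100, pH 7.0, preincubated 15 min at room temperature with compound. Reaction started with 40 uM arachidonic acid, 30 min at room temperature. Hydroperoxide measured by Fe-xylenol orange, 573/405 nm absorbance ratio.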
Pol iota inh – inhibitors of human DNA polymerase iota; Pol iota fluorescent replication assay, 10 min; AID 588590; hit rate 1% among 390,000; Potency, µM (doses to about 115 µM), inactives show at the highest dose activity, negative = inhibition, actives largely listed as inhibitors; also: potency is read from the fitted curve at half-maximal effect
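Pol iota at 10 nM preincubated 15 min with compounds at room temperature; reaction started with fluorescent substrate, 50 nM final. Fluorescence read kinetically at 0 and 10 min; buffer-only wells as negative control.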
APE1 inh – blocks human APE1 abasic DNA cleavage; recombinant APE1, TAMRA/BHQ-2 abasic DNA cleavage fluorescence; Potency, µM (top dose mostly 65.8 µM), for inactives: at the top dose activity change, negative = inhibition, most hits filed as inhibitors; hit rate 0.35% among 350,000;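 also: potency is read from the fitted curve at half-maximal effect; plate controls were vehicle for no effect and reference inhibitor for full effect; nearly all actives have a fitted effect of over 55% in size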
Target sequence (P27695 whole entry, looked up): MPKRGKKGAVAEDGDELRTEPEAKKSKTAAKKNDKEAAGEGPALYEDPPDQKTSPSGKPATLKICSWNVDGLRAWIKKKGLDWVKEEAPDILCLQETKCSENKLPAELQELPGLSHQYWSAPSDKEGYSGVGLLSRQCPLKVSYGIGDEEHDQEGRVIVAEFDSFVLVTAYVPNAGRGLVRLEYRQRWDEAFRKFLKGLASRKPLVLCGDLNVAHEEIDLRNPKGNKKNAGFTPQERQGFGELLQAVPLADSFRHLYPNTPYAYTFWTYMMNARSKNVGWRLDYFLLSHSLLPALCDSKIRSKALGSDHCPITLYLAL
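Endonuclease cleavage of a quenched abasic-site DNA duplex (50 nM) by APE1 (0.75 nM) was tracked by TAMRA dequenching. Compounds were preincubated with enzyme 15 min at room temperature; data normalized to buffer-only and DMSO wells plus NSC13755 control.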
ERG Ets-DNA blk – blocks human ERG Ets domain binding to DNA | P11308 | hit rate 0.028% among 370,000 | AID 624246 | fluorescence polarization, His-ERG Ets domain / labelled DNA | Potency, µM (highest dose often 76.9 µM), for inactives: at the top dose FP activity, negative = inhibition, most hits filed as inhibitors; active = well fitted inhibition curve with a large enough effect in the polarisation, with a control signal flat; inconclusive = small, poorly fitted or top-dose-only effect, or effect the other way, or a change in a side signal; inactive = no such curve, though single readings can be large or run the other way; the % refers to the polarisation;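 also: polarization taken with two DNA probes labelled with fluorescein and Texas red; potency is read from the fitted curve at half-maximal effect; % of control where 0% means no effect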
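His-tagged ERG Ets domain (1 uM in the protein solution; 300mM KCl, 50mM Tris-HCl, 1mM EDTA, 1mM DTT, pH 7.5) received compound, then a probe mix of 5 nM fluorescein-DNA and 100nM Texas-615-DNA. Fluorescence polarization was read for both dyes.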
POLK inh – blocks human DNA polymerase kappa activity | purified Pol kappa, fluorescent DNA synthesis assay, 10 min | Potency, µM (doses to about 107 µM), for the others: at the top dose activity, negative = inhibition, actives largely listed as inhibitors | hit rate 0.53% among 400,000; also: potency is read from the fitted curve at half-maximal effect; % is scaled to controls: 0 for no effect and ±100 for the full control effect
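10 nM Pol kappa preincubated 15 min at room temperature with compounds, then reaction started with substrate at 50 nM final. Fluorescence read kinetically at 0 and 10 min; buffer-only wells served as negative control.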
Pol beta inh – blocks human DNA polymerase beta activity. Pol beta primer extension/strand displacement, fluorescence kinetic. AID 485314. P06746. hit rate 1.3% among 340,000. Potency, µM (top dose mostly 114 µM), for the others: at the highest dose activity change, negative = inhibition, actives largely listed as inhibitors; also: potency is read from the fitted curve at half-maximal effect; % is scaled to controls: 0 for no effect and ±100 for the full control effect
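Enzyme-only controls used 10 nM Pol beta; buffer lacking enzyme served as negative control. Compound preincubated 15 min, then 50 nM substrate added; 0 and 10 min reads at room temperature.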
BLM inh – Bloom syndrome helicase (human) inhibition. P54132. recombinant BLM DNA unwinding, fluorescence dequenching. Potency, µM (top dose mostly 56.1 µM), inactives show at the highest dose activity change, negative = inhibition, most hits filed as inhibitors. hit rate 0.2% among 350,000;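 also: potency is read from the fitted curve at half-maximal effect; plate controls were vehicle for no effect and no enzyme for full effect; nearly all actives have a fitted effect of over 35% in size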
TRHR agonist – TRH receptor (human) agonism; hit rate 0.18% among 360,000; P34981; activation, % at 2 µM; TRHR cells, calcium flux fluo-8, FDSS agonist mode; in the data active = activation above about 30%; also: 0% is about no effect
Target sequence (P34981 whole entry, looked up): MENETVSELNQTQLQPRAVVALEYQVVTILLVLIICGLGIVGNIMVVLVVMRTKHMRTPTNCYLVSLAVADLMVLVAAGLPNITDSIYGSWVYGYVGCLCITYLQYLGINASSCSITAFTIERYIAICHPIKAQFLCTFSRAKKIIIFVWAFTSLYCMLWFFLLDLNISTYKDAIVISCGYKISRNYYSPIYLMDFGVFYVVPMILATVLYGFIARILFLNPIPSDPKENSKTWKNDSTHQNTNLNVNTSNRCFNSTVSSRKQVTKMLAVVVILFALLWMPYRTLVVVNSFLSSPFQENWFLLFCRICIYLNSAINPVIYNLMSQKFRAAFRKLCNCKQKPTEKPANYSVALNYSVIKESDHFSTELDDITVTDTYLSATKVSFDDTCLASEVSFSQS
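TRHR-expressing cells loaded with fluo-8 calcium dye; 23 nL library compound pin-transferred, kinetic FDSS fluorescence (Ex 480/Em 530) recorded about 180 s for agonist-induced calcium release, before a 10 nM TRH EC20 addition for potentiator mode.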
Starred values were filed as active, the others as inactive; ? = inconclusive; . = no result given; [ ] = dose if it differs, or a comment. Unless noted, calls follow the shape of the dose curve; as a rule, active = well fitted curve in the direction sought with a large enough effect; inconclusive = small, poorly fitted or top-dose-only effect, or another doubt; inactive = no such curve, though single readings can be large; an effect the other way counts as inactive or inconclusive.

No.	structure	Apoferritin bind	ALOX12 inh	Pol iota inh	APE1 inh	ERG Ets-DNA blk	POLK inh	Pol beta inh	BLM inh	TRHR agonist
1	CCN(C(=O)CN1CCCc2cc(C)ccc21)c1c(N)n(Cc2ccccc2)c(=O)[nH]c1=O	.	6%	25%	.	52%[activator]	-6%	.	.	.
2	CCCNC(=O)C(Cc1cccc(OC)c1)NC(=O)c1ccc(C(C)(C)C)cc1 (stereo not given)	.	-2%	41%[activator]	54%	4%	16%	.	.	-0.7
3	Cc1nc2ccccn2c1P(=Nc1ccccc1)(N(C)C)N(C)C	-10%	1%	24%	-1%	.	1%	25%	-3%	0.4
4	Cc1cc(O)c(C(=O)/C=C/c2c(F)c(F)c(F)c(F)c2F)c(=O)o1	?	?	-7%	43%	-4%	-2%	?	-13%	0.3
5	COc1ccc(N(C(=O)CNC(=O)c2ccco2)C(C(=O)NC2CCCCC2)c2cccnc2)cc1 (stereo not given)	4%	18%	26%	-7%	-8%	-3%	17%	-4%	0.1
6	Cc1cc(C)cc(OCC(=O)OCC(=O)c2ccc3c(c2)NC(=O)CO3)c1	?	97%[activator][57.4 µM]	24%	3%	1%	-15%	25%	-5%	-0.2
7	CCN(CC)C(=O)COc1ccc(Br)cc1Cl	-12%	52%[activator]	4%	0%	-11%	2%	0%	-2%	-0.3
8	COc1ccc(CN2C(=O)C(Cc3ccccc3)Nc3ncnc(N4CCOCC4)c32)cc1 (stereo not given)	.	?	?	5%	-13%	0%	.	.	-0.1
9	COc1ccc(OCC(=O)Nc2ccccc2C(=O)N2CCOCC2)cc1	3%	6%	171%[activator]	1%	6%	-9%	7%	-4%	-0.3
10	CC1CC(C)CN(C(=O)COC(=O)Cc2c[nH]c3ccccc23)C1 (stereo not given)	.	14%	28%	1%	0%	-4%	.	.	0.0
11	O=C(Cc1ccccc1[N+](=O)[O-])NCC(=O)c1ccc2c(c1)OCO2	.	-7%	17%	.	2%	-2%	.	.	.
12	Cc1ccn2cc(-c3ccc(Br)cc3)nc2c1	15%	-13%	-8%	12%	2%	1%	24%	-2%	-1.1
13	C/C(=N/NC(=O)c1ccncc1)c1ccc(NC(=O)c2ccc(Cl)cc2Cl)cc1	-4%	-111%	32%[activator]	-8%	8%	8%	26%	-17%	0.0
14	CC(=O)Nc1ccc(OCC(O)CN2CCN(c3ccc(F)cc3)CC2)cc1 (stereo not given)	-10%	-4%	114%[activator]	19%	1%	-11%	19%	-9%	0.8
15	COc1ccc(/C=C/c2nc(C#N)c(NCCc3ccc(OC)c(OC)c3)o2)cc1OC	.	-20%	-12%	.	5%	-13%	-24%	-1%	-1.5
16	O=C(Nc1nccs1)C(c1ccccc1)N1CCCC1 (stereo not given)	0%	8%	74%[activator]	-6%	4%	-8%	32%	-1%	1.6
17	CN(C(=O)c1ccncc1)c1nnc(-c2cccnc2)s1	-10%	-22%	42%[activator]	1%	-5%	-4%	1%	-1%	0.8
18	Nc1nonc1-n1nnc(C(=O)O)c1-c1cccs1	-2%	0%	-7%	2%	3%	-12%	-1%	5%	-0.3
19	COc1ccc(Nc2nc3cc(Cl)c(Cl)cc3n3cnnc23)cc1Cl	6%	0%	16%	.	-2%	0%	-2%	-9%	0.9
20	Cc1ccc(S(=O)(=O)N(CCc2ccccc2)CC(=O)Nc2cc(C)ccc2C)cc1	-12%	-21%	-5%	.	6%	-4%[60.1 µM]	9%	-13%	1.5
21	CC(C)CCN(CCC(C)C)C/C(O)=C(\C#N)c1nc(-c2ccccc2)cs1	-12%	17%	-15%	-1%	2%	-9%	-1%	-1%	1.1
22	O=C(COC(=O)/C=C/c1cccc(C(F)(F)F)c1)NCc1ccc(F)cc1	6%	14%	-12%	1%	-1%	-1%	-2%	2%	0.0
23	COc1cc(CCC(=O)OCC(=O)Nc2ccc(F)c(F)c2)cc(OC)c1OC	-3%	1%	-2%	-7%	1%	0%	20%	-6%	0.3
24	Oc1ccc(Cl)cc1CNCc1ccc(C(F)(F)F)cc1	.	-7%	2%	1%	-3%	-11%	.	.	0.6
25	COCCNC(=S)N1CCN(c2nc3ccccc3s2)CC1	-6%	28%	16%	0%	0%	-8%	3%	-4%	-0.7

(next part)
No.	structure	Apoferritin bind	ALOX12 inh	Pol iota inh	APE1 inh	ERG Ets-DNA blk	POLK inh	Pol beta inh	BLM inh	TRHR agonist
26	CC(C)(C)n1nc2c(c1NC(=O)c1cc(Cl)ccc1[N+](=O)[O-])CS(=O)(=O)C2	-5%	-4%	27%	13%	6%	8%	15%	0%	0.1
27	CCOC(=O)c1ccc(NC(=O)c2ccc(CN3C(=O)CCn4nc(C)cc43)cc2)cc1	?	-13%	20%	.	-1%	3%	1%	-2%	-0.6
28	O=C(NC1CCCCC1)c1cccc(OCc2ccccc2)c1	?	0%	-18%	36%	-9%	-7%	1%	-2%	0.2
29	COc1ccc(S(=O)(=O)NCC(c2ccco2)N2CCOCC2)cc1OC (stereo not given)	1%	-6%	-6%	.	4%	-5%[60.1 µM]	17%	2%	0.7
30	COc1ccc(-c2cc(C(F)(F)F)n3nc(C(=O)Nc4cc(C)on4)cc3n2)cc1OC	-1%	0%	-16%	5%	8%	-4%	0%	-3%	-1.0
31	O=c1c2cn[nH]c2[nH]c(=S)n1-c1cccc(Cl)c1	8%	-14%	2%	1%	-8%	4%	-1%	-5%	0.4
32	COc1ccc(-c2cnc3c(c2)CCC3(C#N)C#N)cc1	-11%	-2%	?	-3%	.	-10%	2%	-4%	0.0
33	Cc1cccc(NC(=O)c2ccc(Cl)c(S(=O)(=O)N3CCCC3)c2)n1	-19%	6%	17%	28%	-11%	-12%	-1%	0%	-0.3
34	Cc1nnc(NC(=O)CCSc2ccccc2)s1	-3%	23%	9%	2%	-4%	-4%	1%	2%	-1.9
35	CCc1ccc(-n2nc(C)c3c(C)cc(=O)n(CC(=O)Nc4cc(Cl)ccc4OC)c32)cc1	2%	-1%	-2%	.	0%	-9%	-1%	-1%	0.7
36	Cc1ccc(S(=O)(=O)NCC(c2cccnc2)N(C)C)cc1 (stereo not given)	-7%	-18%	?	16%	10%	-2%	26%	-4%	0.7
37	CN(Cc1ccccc1)C(=O)c1cccc(NC(=O)Cc2cccc([N+](=O)[O-])c2)c1	.	-7%	0%	2%	14%	-4%	.	.	.
38	O=C(C1CCN(S(=O)(=O)N2CCOCC2)CC1)N1CCN(Cc2ccc3c(c2)OCO3)CC1	-10%	-5%	6%	0%	4%	1%	68%	0%	0.3
39	Cc1cc(=O)[nH]c(N/N=C/c2c(C)oc3ccccc23)n1	-15%	?	5%	0%	-11%	7%	?	-3%	-0.6
40	O=C(COC(=O)c1cc(S(=O)(=O)N2CCCCC2)ccc1N1CCOCC1)NCCc1ccc(F)cc1	?	-1%	-1%	15%	-1%	-8%	3%	-1%	-0.4
41	O=C(NCc1ccco1)C(=S)N1CCCC1	-5%	-24%	63%[activator]	5%	2%	-1%	-21%	-2%	0.3
42	CCOC(=O)c1ccc(NC(=S)N(CCCN2CCN(CC)CC2)Cc2ccco2)cc1	-13%	-14%	132%[activator]	18%	-5%	-14%	3%	-2%	1.4
43	O=C(Cn1ccn(-c2ccc(F)c(F)c2)c(=O)c1=O)c1ccc(F)cc1	5%	-18%	-2%	.	2%	-4%	?	-7%	0.3
44	Cc1ccc(OCC(=O)Nc2ccc3c(c2)OCO3)c(C)c1	-2%	10%	50%[activator]	1%	-4%	-17%	-19%	-2%	0.2
45	Cc1cc2[nH]c(=O)c(=O)[nH]c2cc1S(=O)(=O)Nc1cccc(Cl)c1C	-11%	283%[activator]	0%	15%	9%	-7%	0%	1%	0.2
46	Cc1ccc(CNC(=S)Nc2ccc(OC(F)F)cc2C)cc1	-5%	?	27%	1%	-14%	-15%	-4%[57.1 µM]	1%	0.3
47	O=C(NC1CCCCCCC1)C1CCC(CNc2c(N3CCCC3)c(=O)c2=O)CC1 (stereo not given)	-5%	-17%	35%[activator]	-5%	-3%	2%	14%	6%	-0.6
48	N#C/C(=C/c1cn(-c2ccccc2)nc1-c1cccc(OCc2ccc(F)cc2)c1)C(=O)NCCCn1ccnc1	?	-6%	-10%	10%	3%	-14%	30%	-9%	0.7
49	O=C1N[C@H](Cc2ccccc2)COC(=O)[C@@H](Cc2ccc(F)cc2)C/C=C\C[C@H]1CC(=O)N(CCO)Cc1ccccc1	.	?	17%	10%	-22%	-6%	.	.	.
50	Cc1cccc(N/C(N)=N/c2nc(C)cc(=O)[nH]2)c1	0%	?	32%[activator]	-1%	-6%	-3%	1%	-2%	1.0

More structures.
No.	structure	Apoferritin bind	ALOX12 inh	Pol iota inh	APE1 inh	ERG Ets-DNA blk	POLK inh	Pol beta inh	BLM inh	TRHR agonist
51	COc1ccc(C2=[N+]([O-])C(C)(C)C(c3ccccc3)=N2)cc1	-14%	-4%	69%[activator]	1%	-17%	4%	9%	-13%	-0.2
52	O=c1c(-c2ccc(Br)cc2)coc2c(CN3CCCCC3)c(O)ccc12	-7%	9%	-5%	20%	-7%	-15%	22%	2%	-1.1
53	Cn1cc(Br)c(NC(=O)/C=C/C(=O)O)n1	-9%	?	0%	?	8%	6%	79%	-1%	0.2
54	CC(=O)C(C(c1ccccc1)N1CCCc2ccccc21)N1CCOCC1 (stereo not given)	.	11%	42%[activator]	.	-8%	-4%	.	.	.
55	CCN(CCn1cccn1)Cc1cn[nH]c1-c1ccc(-c2ccccc2)cc1	-19%	0%	2%	17%	4%	0%	6%	4%	0.4
56	COc1cc(OC)cc(C(=O)NNC(=O)c2cc(S(=O)(=O)N3CCOCC3)ccc2F)c1	.	-4%	-13%	10%	12%	-1%	.	.	-0.1

Screening data from PubChem.

Some of the compounds tested; rates above refer to the full screens.
